Screening data as filed in PubChem.
LDHA block: qHTS assay for inhibitors of human lactate dehydrogenase. activity change, % (values are at about 110 or 230 µM). L-lactate dehydrogenase A chain (Homo sapiens), P00338. purified LDHA, NADH/diaphorase-resazurin fluorescence; stronger effect = lower value. 0.15% of 480,000 active. AID 1347041, 2019; in the data active = activity change below about -30%;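 note: plate controls were DMSO wells for no effect and wells without enzyme for full effect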
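Human LDH5 (2 nM) was incubated with 0.06 mM NADH and 0.2 mM pyruvate for 5 min at room temperature in Tris pH 7.4. Remaining NADH was coupled through diaphorase/resazurin, and resorufin fluorescence was read at 0 and 20 min.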
* hit, by the source's call.

structure | LDHA block
COCc1nnc(NC(=O)CCn2ccc3cc(OC)ccc32)s1 | 6
COc1cccc(C(C(=O)NCc2ccccc2)N2CCN(C(=O)C3CCCO3)CC2)c1OC (configuration not stated) | 3
O/N=C1\CC(c2ccccc2)Oc2c(Cl)cc(Cl)cc21 (configuration not stated) | 0
O=C(NC1CCCC1)c1cccc(I)c1 | 2
O=C(CSc1nc2cc(Cl)ccc2s1)Nc1cccc(F)c1 | 7
CCc1ccc(Cl)c(CC)c1NC(=O)C=C(C)C | -22
Cc1nn(-c2ccccc2)c(C)c1CCC(=O)N1CCN(S(=O)(=O)c2ccc(F)cc2F)CC1 | 10
COc1ccc(Br)c(C(=O)Oc2cc(Cl)ccc2Cl)c1 | 4
Cc1cc(NC(=O)c2nc3ccccc3nc2NCc2ccccc2)ccc1Br | 4
CCCCCc1c(-c2ccc(Cl)cc2)ncn1CCc1ccccc1OC | 3
CC(C)(C)C1CCC2(CC1)C(C(=O)c1ccc(F)cc1)C2(C#N)C#N (configuration not stated) | 3
Cc1cc2c(s1)c1cnn(Cc3ccc(F)c(F)c3F)c(=O)c1n2C | -9
CCc1ccc(CNC(=O)c2cc3cc(C)ccc3[nH]2)cc1 | 9
CC(C)CCn1c(N2CCC(C(N)=O)CC2)nc2c1c(=O)n(C)c(=O)n2C | -3
Cc1ccc(NC(=O)COc2ccc3c(C)c(C)c(=O)oc3c2C)cc1 | -19
O=C(Nc1cc(F)cc(F)c1)c1cnc2ccccc2n1 | 7
N#Cc1sc2ncccc2c1N | -3
CC(Nc1ccc([N+](=O)[O-])cn1)c1ccc(Cl)cc1 (configuration not stated) | 0
Cn1c(=O)n(CC(=O)N2CCCCCC2)c(=O)c2cc(S(=O)(=O)Nc3cccc(C#N)c3)ccc21 | 3
O=C1CCCC2=C1C(c1cc(Cl)ccc1O)C1=C(CCCC1=O)O2 | 0
CC(C)CN1C(=O)C2(CC(=O)Nc3[nH]ncc32)c2ccccc21 (configuration not stated) | -3
CCOc1ccc(C(=O)OCc2nc(N)c3ccccc3n2)cc1 | -1
C=CCNC(=O)NC(=O)CN(C)CC#N | -3
CSCc1ccc(C(=O)N(CC2CCOC2)C2CC2)cc1 (configuration not stated) | -2
O=C(Nc1ccc(-c2nc3ccccc3[nH]2)cc1)c1ccc(C(F)(F)F)cc1 | 0
CCOc1cccc(C(N)=S)c1 | -3
Cc1[nH]c2nc3ccccc3n2c(=O)c1Cc1ccccc1 | -9
O=C(Nc1cccc(Cl)c1)c1ccc(Cn2c(=O)c3cccn3c3cccnc32)cc1 | 0
CC(OC(=O)c1cc2ccccc2[nH]1)C(=O)Nc1ccccc1 (configuration not stated) | -11
O=C(O)C(Sc1cnc2ccccc2n1)c1ccccc1 (configuration not stated) | 0

(cont.)
structure | LDHA block
COC(=O)c1cc(NS(=O)(=O)c2ccc3ccccc3c2)cc(C(=O)OC)c1 | 0
O=C(NCc1ccccc1)C(c1ccccc1)n1c(-c2ccccn2)nc2ccccc21 (configuration not stated) | 1
COC(=O)c1ccc(C(=O)N(C)Cc2cccnc2)s1 | -13
COCCCNC(=O)C[C@@H]1C[C@@]2(C(=O)OC)CCCCC=C2N(Cc2cccc3ccccc23)C1=O | 2
Cc1cnc(NC(=O)c2occc2-c2ccccc2)s1 | 4
Cc1oc(-c2ccccc2)nc1CC(=O)Nc1cccc(C(=O)NC2CC2)c1 | -3
O=C(NC1CCCCC1)C1c2ccccc2OCC(=O)N1Cc1cccnc1 (configuration not stated) | -13
Cc1nc2sc3c(c2c2nc(C(=O)NCCN(C)C)nn12)CC(C)CC3 (configuration not stated) | 11
CCn1c(SCC(=O)Nc2nncs2)nnc1-c1ccc(C)cc1 | 6
Cc1ccc(-c2nn(CC(=O)N(C)C)c(=O)c3ccccc23)cc1 | -16
CC1(C(=O)NCc2cccnc2)CCC(=O)N1Cc1ccccc1Cl (configuration not stated) | 4
CCNC(=S)N/N=C1\CC2CC=CC12 (configuration not stated) | 1
Cc1ccc(C(=O)c2c(C)c(CCC#N)n3ccccc23)cc1C | 10
COc1ccc(-c2nc(CNC(=O)Nc3ccc(C)c(Cl)c3)c(C)o2)cc1 | 0
O=C(NC1CC1)C(c1ccccc1)N1CCN(S(=O)(=O)c2ccccc2)CC1 (configuration not stated) | 10
CC(C)c1cccc(NC(=O)c2cccc3ncccc23)c1 | 2
Cc1ccccc1OCc1nn2c(CN3CCOCC3)nnc2s1 | -1
CC(C)C(=O)Nc1ccc(-c2nc3cc(Cl)ccc3o2)cc1 | 0
CC(N)C1CC2CCC1C2 (configuration not stated) | 9
COc1ccccc1Oc1c(C)oc2cc(OCC(=O)Nc3cccc(C)c3C)ccc2c1=O | -1
Cc1ccccc1CN1CCCN(c2cccc(C(=O)NCc3ccc4c(c3)OCO4)c2)C1=O | 6
CCOc1ccc(-c2nc(CN3CCN(C(=O)Nc4ccccc4OC)CC3)c(C)o2)cc1 | 3
Cc1cc(NC(=O)C2CC2)sc1C(=O)NC(C)c1ccc(Cl)cc1 (configuration not stated) | -4
CN(C)CCNCc1ccc(C(F)(F)F)cc1 | 5
COc1ccc(-c2coc3cc(OCCN4CCN(C)CC4)ccc3c2=O)cc1 | 13
Cc1[nH]c2ccccc2c1C(=O)NCc1ccccc1 | 1
C=CCc1cc(F)c(S(=O)(=O)N2CCN(S(=O)(=O)c3ccc4c(c3)OCCO4)CC2)cc1F | -9
Cc1cc(NC(=O)c2cc(-c3ccncc3)nc3ccccc23)nn1C | -6
CC(C)c1ccccc1NC(=O)c1nn(Cc2ccccc2)c(=O)c2ccccc12 | -6
CC(C)CC(=O)NN=C1CCC(C(C)(C)C)CC1 (configuration not stated) | 16

Next part, overlapping the part above by 7 compounds.
structure | LDHA block
CN(C)CCNCc1ccc(C(F)(F)F)cc1 | 5
COc1ccc(-c2coc3cc(OCCN4CCN(C)CC4)ccc3c2=O)cc1 | 13
Cc1[nH]c2ccccc2c1C(=O)NCc1ccccc1 | 1
C=CCc1cc(F)c(S(=O)(=O)N2CCN(S(=O)(=O)c3ccc4c(c3)OCCO4)CC2)cc1F | -9
Cc1cc(NC(=O)c2cc(-c3ccncc3)nc3ccccc23)nn1C | -6
CC(C)c1ccccc1NC(=O)c1nn(Cc2ccccc2)c(=O)c2ccccc12 | -6
CC(C)CC(=O)NN=C1CCC(C(C)(C)C)CC1 (configuration not stated) | 16
CC(N(C)C(=O)Cc1cccc(F)c1)C(C)(C)C (configuration not stated) | 8
COc1ccc(-c2sc3ccccc3c2-c2ccc(OC)cc2F)cc1 | -3
CCOCCCNC(=O)CSCc1nc(-c2ccc(OC)c(OC)c2)oc1C | -2
COCCn1c(C)cc(C(=O)CSc2nc3ccc(OC)cc3[nH]2)c1C | 8
Cc1ccc(CNCc2ccc(-c3ccc(F)cc3)o2)cc1 | 7
Cc1ccc(S(=O)(=O)N2CCN(CCNC(=O)c3ccc(C(F)(F)F)cc3)CC2)cc1 | 8
Cc1ccc(-n2c3c(c(=O)[nH]c2=O)C(C(F)(F)F)(C(F)(F)F)N=C(c2ccco2)N3)cc1 | 5
Cc1nc2nc(N)nn2c(C)c1CCC(=O)NCCC(C)C | -2
CCCCCC1CCc2nc(/C=C/c3ccccc3)ccc2C1 (configuration not stated) | -6
Oc1ccc(-c2nc(-c3ccccc3F)cs2)cc1 | 5
COc1ccc(C(C)=O)cc1COC(=O)C1(c2ccc(Cl)cc2)CCCC1 | -13
CNC(=O)NC(=O)C(C)Sc1ccc(F)cc1 (configuration not stated) | 0
O=C(NC1CCN(CCCc2nc3ccccc3o2)CC1)C1CCCCC1 | -3
CC(C)C(=O)NCCNC(=O)c1cc(-c2ccncc2)nc2ccccc12 | 3
CC(C)(C)C1CCN2CCCC(c3ccc([N+](=O)[O-])cc3)(C1)C21OCCO1 (configuration not stated) | 4
CCOc1ccc(N(CCC#N)C(=O)Cn2nc(C(=O)O)c3ccccc3c2=O)cc1 | -4
O=C(Cn1c(=O)n(CCc2ccccc2)c(=O)c2sccc21)c1ccc(F)cc1 | 5
CC(C)CNC(=O)CN1CCN(c2cccc(Cl)c2)CC1 | 0
CCCCc1ccc(NC(=O)Cn2c(=O)c3c(ncn3CCOC)n(Cc3ccccc3)c2=O)cc1 | -10
O=C(NCCNc1ncccc1C(F)(F)F)Nc1ccccc1F | 9
Cc1ccc(C(C)C)c(OCC(O)CNCc2ccccc2)c1 (configuration not stated) | 12
CC1CCN(S(=O)(=O)c2ccc3nc(NC4CCCCCC4)ccc3c2)CC1 | 10
O=C(NCc1cccc(C(F)(F)F)c1)OCC(F)(F)F | -1
CC(=O)c1c(C)n(-c2ccc(Cl)cc2)c2ccc(OCC(N)=O)cc12 | -3
CC(=O)Cc1c(C)n[nH]c1C | -1
O=C(O)c1ccc(/C=C/C(=O)c2cccc(N3CCOCC3)c2)cc1 | 9
COC(=O)CC(NC(=O)c1cc2ccccc2oc1=O)c1ccccc1 (configuration not stated) | 0
CCCC(=O)Nc1nc(-c2c[nH]c3ccccc23)cs1 | 14
Cc1ccc2cc(C(=O)NCc3cccnc3-n3cccn3)c(C)nc2c1 | -4
CSc1ccc(Cl)c(C(=O)NCCC2=CCCCC2)c1 | 6

Next part:
structure | LDHA block
Cc1cc(NC(=O)CCSc2nnc3c(Cl)cc(C(F)(F)F)cn23)no1 | 12
Cc1cc(C)c(NC(=O)CN2CCN(c3ccccc3)CC2)c(Cl)c1 | -1
COC(=O)c1ccc2nc(-c3ccc(C)cc3)c(Cc3ccc(C)cc3)n2c1 | 7
O=C(OCC(F)(F)F)c1cc([N+](=O)[O-])cc([N+](=O)[O-])c1 | -1
O=C(Cc1cccc(F)c1)NCC1CCN(Cc2cccs2)CC1 | 7
CSc1cnn(CCC#N)c(=O)n1 | 0
Cc1ccc(C(=O)C(C)Oc2ccc(C#N)cc2)cc1C (configuration not stated) | 1
Cn1c(=O)[nH]c(=O)c2c1nc(NCCCO)n2CC(O)COc1ccc(Cl)cc1 (configuration not stated) | 3
CCN(c1ccc(-c2csc(Cc3ccccc3)n2)cc1)S(C)(=O)=O | 6
O=C(Nc1cccc(S(=O)(=O)NC2=NCCC2)c1)C1(c2ccccc2)CCCC1 | -1
O=S(=O)(Cc1ccc(Cl)cc1)c1nc2ccccc2nc1N1CCCCC1 | 6
CCC(=O)NC1(C(F)(F)F)N=C(c2ccccc2)N(CCCc2ccccc2)C1=O (configuration not stated) | 2
CC(=O)Nc1sc2c(c1-c1ccc3c(c1)OCO3)CCNC2 | 9
CCOc1cc(C2N=C(N)Nc3nc4cc5c(cc4n32)OCCCO5)cc(Cl)c1O (configuration not stated) | 26
CC(C)NC(=O)C(=O)NC1CC(C)(C)NC(C)(C)C1 | 8
C#CC[N+](C)(CC#CC=C)Cc1ccccc1 (configuration not stated) | 6
Cc1cn2c(C(=O)c3ccccc3)c(-c3ccccc3)cc2cc1-c1ccccc1 | 5
Cc1nc(CN2CCN(C(=O)NC(C)c3ccccn3)CC2)cs1 (configuration not stated) | 0
CCC(C)NC(=O)CCNC(=O)NCc1ccccc1 (configuration not stated) | -12
CCCn1nc(C(=O)Nc2ccccc2OC)c2ccccc2c1=O | -1
Cn1ncc2c(Nc3ccccc3)nc(N3CCN(C(=O)c4ccco4)CC3)nc21 | 1
C=C(C)Cn1c(NCCCCCC)nc2c1c(=O)[nH]c(=O)n2C | 9
COC(=O)[C@@]12C[C@@H](CC(=O)N3CCC(c4ccccc4)CC3)C(=O)N(Cc3ccc4c(c3)OCO4)C1=CCC(C)(C)C2 | -2
Cc1cc2nn(CC(=O)N3CCC(C)CC3)c(=O)n2c(N2CCc3ccccc3C2)n1 | 6
N#Cc1cccc(NC(=O)c2nn(Cc3ccccc3)c(=O)c3ccccc23)c1 | 6
Cc1ccc(C)c(NC(=O)CC2(C(=O)O)CCCC2)c1 | -5
Cc1cc(=O)oc2c(C)c(OCC(=O)NCCCN(C)C)ccc12 | 9
CCc1ccccc1NC(=O)Nc1cc(OC)cc(OC)c1 | 0
O=C(NCc1ccncc1)c1cc(-c2ccco2)nc2ccccc12 | 11
CCCn1c(CN2CCCCCC2)nc2cc(NC(=O)Cn3nc(C)c4ccccc4c3=O)ccc21 | 14

Reprinted from the part before: 5 entries; new compounds follow.
structure | LDHA block
Cc1ccc(C)c(NC(=O)CC2(C(=O)O)CCCC2)c1 | -5
Cc1cc(=O)oc2c(C)c(OCC(=O)NCCCN(C)C)ccc12 | 9
CCc1ccccc1NC(=O)Nc1cc(OC)cc(OC)c1 | 0
O=C(NCc1ccncc1)c1cc(-c2ccco2)nc2ccccc12 | 11
CCCn1c(CN2CCCCCC2)nc2cc(NC(=O)Cn3nc(C)c4ccccc4c3=O)ccc21 | 14
CCCCCCn1c(NCCOC)nc2c1c(=O)[nH]c(=O)n2C | -25
CNC(=S)NNC(=O)c1ccc(C)c(Cl)c1 | 3
O=C(c1ccccc1)N(Cc1cccc2[nH]ccc12)C1CC1 | 11
COc1ccc(Nc2nc(N)c(C(=O)c3cc(C)ccc3C)s2)cc1 | 4
O=C(Cn1nnc2sc3c(c2c1=O)CCCC3)OC1CCCC1 | -3
CC(C)Oc1ccccc1CN1C(=O)C(=O)c2ccccc21 | -10
CC(=O)N1CCc2nc3sc(C(=O)Nc4ccccc4F)c(N)c3c(C(F)(F)F)c2C1 | 1
O=C(Cn1nc(-c2cccs2)c2ccccc2c1=O)Nc1ccccc1 | -13
Cc1cccc(N2CCN(c3nc4ccccc4nc3C(=O)OC(C)C)CC2)c1C | 5
COc1ccc(OC)c(C2CC(=O)N(c3sc4c(c3C#N)CCCCC4)C3=C2C(=O)CCC3)c1 (configuration not stated) | -1
CC(NC(=O)c1cc(-c2ccccc2)n[nH]1)c1ccc(S(C)(=O)=O)cc1 (configuration not stated) | -22

An excerpt; the hit share may differ from the screen's.
